High-throughput results as filed in PubChem.
KB-3-1 tox: KB-3-1 parental cell cytotoxicity | KB-3-1 viability, CellTiter-Glo ATP luminescence, 72 h | Potency, µM (series often up to 46.1 µM), without a hit: top-dose activity change, negative = cytotoxic, usual class: cytotoxic | 1.4% of 400,000 active; note: potency is the fitted concentration of half-maximal effect; % is set by controls: 0 for no effect and ±100 for the full control effect; nearly all actives have a fitted effect of over 60% in size
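Viability of parental KB-3-1 cells, measured by CellTiter-Glo luminescence, followed a 72 h incubation at 37 °C with pinned compounds in phenol-red-free DMEM containing 10% FBS.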
DRD3 agonist: activates the human D3 dopamine receptor; P35462; D3R DiscoveRx beta-arrestin cells, luminescence, 90 min; max activation, %; 0.58% of 410,000 active; AID 652048; in the data active = max activation above about 30%; note: 0% is about no effect; mostly tested at two doses, the higher about 12 µM
Target sequence (P35462 whole entry, looked up): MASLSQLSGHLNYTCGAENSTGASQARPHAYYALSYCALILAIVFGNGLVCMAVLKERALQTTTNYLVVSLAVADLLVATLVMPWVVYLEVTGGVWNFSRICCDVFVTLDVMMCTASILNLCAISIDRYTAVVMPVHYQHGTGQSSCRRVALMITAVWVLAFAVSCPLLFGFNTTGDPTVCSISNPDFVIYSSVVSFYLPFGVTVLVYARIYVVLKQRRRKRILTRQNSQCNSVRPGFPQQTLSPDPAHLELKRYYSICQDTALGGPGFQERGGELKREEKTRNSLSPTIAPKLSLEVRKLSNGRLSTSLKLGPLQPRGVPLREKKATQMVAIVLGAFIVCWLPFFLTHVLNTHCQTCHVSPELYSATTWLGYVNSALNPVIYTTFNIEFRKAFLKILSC
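Agonist-mode cell screen: cells plated at 1500/well and incubated overnight at 37 °C, then exposed to library compounds for 90 min at 37 °C. Detection reagent was added for 30–60 min at room temperature, and luminescence was read.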
HT1080 IDH1KD tx: toxicity to HT-1080 IDH1 knockdown cells (counter line); 2% of 360,000 active; Potency, µM (series often up to 46.1 µM), inactives show at the top dose activity, negative = toxicity, usual class: cytotoxic; AID 686971; HT-1080 IDH1 knockdown viability, ATP luminescence, 48 h;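 note: potency is the fitted concentration of half-maximal effect; 0% = DMSO wells and -100% = cell-free medium wells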
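Luminescent ATP read-out (CellTiter-Glo, 10 min at room temperature) after 48 h compound exposure at 37 °C gave viability of IDH1-knockdown HT-1080 cells. Activity was normalised to DMSO and cell-free wells, then fitted as concentration-response curves.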
SW480 rerep: DNA re-replication induction in SW480 cells | SW480 DNA re-replication, Hoechst DNA content imaging, 48 h | Potency, µM (series often up to 46.1 µM), without a hit: top-dose re-replication activation, hits mostly activators | 1.8% of 340,000 active; note: potency is the fitted concentration of half-maximal effect; % of control where 0% means no effect; nearly all actives have a fitted effect of over 55% in size
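Image-based read-out: total Hoechst fluorescence of nuclei (405 nm excitation, 500-530 nm emission), with hits raising the fraction of high-intensity nuclei. SW480 colon cells incubated 48 hr with compounds at 37 C.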
HT1080-NT tox: kills 2HG-producing HT-1080-NT fibrosarcoma cells; HT-1080-NT fibrosarcoma viability, CellTiter-Glo ATP luminescence, 48 h; Potency, µM (top dose mostly 46.1 µM), without a hit: top-dose activity, negative = less viability, actives largely listed as cytotoxic; 1.6% of 360,000 active; AID 686970;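 note: NT is the 2HG producing partner of a matched IDH1 knockdown line; potency is the fitted concentration of half-maximal effect; 0% = DMSO-treated cells and -100% = media-only wells without cells; nearly all actives have a fitted effect of over 55% in size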
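Read-out is CellTiter-Glo luminescence after 10 minutes at room temperature, following 48 hours' compound treatment of HT-1080-NT cells (750 cells/well, RPMI, 5% FBS, 37 degrees C).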
IL-1B inflam inh: inhibitors of inflammasome signaling (IL-1 beta secretion); THP-1 LPS/ATP IL-1B secretion, AlphaLISA, 16 h; stronger effect = lower value; activity change, % at 57.5 µM; 4.7% of 360,000 active; AID 743279; in the data active = activity change below about -50%; inconclusive = mostly about -30% to -49%; note: % is set by controls: 0 for no effect and ±100 for the full control effect
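THP-1 cells pretreated 1 hr with compounds (up to 57.5 uM final), then stimulated with LPS (250 ng/mL final) plus ATP (1.25 mM final); secreted IL-1B measured by AlphaLISA after 16 hr, decreased signal indicating inhibition.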
KB-V1 cytotox: KB-V1 MDR subline cytotoxicity | AID 1347076 | 3.4% of 400,000 active | KB-V1 MDR cells viability, CellTiter-Glo, 72 h | Potency, µM (top dose mostly 46.1 µM), without a hit: at the top dose activity change, negative = cytotoxicity, actives largely listed as cytotoxic; note: potency is the fitted concentration of half-maximal effect; % is set by controls: 0 for no effect and ±100 for the full control effect; nearly all actives have a fitted effect of over 60% in size
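Readout: CellTiter-Glo luminescence, 10 min after addition. Cells: KB-V1 MDR subline, 72 h at 37 degrees C with compound. Analysis: corrected, normalized data fitted to concentration-effect curves.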
MCF10A rereplic: DNA re-replication induction in MCF 10a cells | Potency, µM (series often up to 46.1 µM), without a hit: top-dose activity, positive = re-replication, usual class: activators | AID 624296 | MCF 10A DNA re-replication, Hoechst nuclear intensity, 48 h | 2.9% of 350,000 active; note: potency is the fitted concentration of half-maximal effect; % of control where 0% means no effect; nearly all actives have a fitted effect of over 50% in size
HEK293 tox: cytotoxicity in counter-screen for GLP-1R inverse agonists | HEK293 cAMP-luciferase reporter cells, luminescence, 24 h | Potency, µM (top dose mostly 38.3 µM), for the others: at the top dose activity change, negative = inhibition, hits mostly inhibitors | 0.13% of 410,000 active | AID 624418;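 note: loss of luciferase light is scored as toxicity; potency is the fitted concentration of half-maximal effect; % is set by controls: 0 for no effect and ±100 for the full control effect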
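MLSMR compounds, 24 hr on cells at 37 deg C/5% CO2; luminescence after luciferase reagent (12 min RT). Inhibition counted as the undesired cytotoxic outcome.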
* marks the source's active call; other numbers are inactive results; [ ] = dose if it differs, or a comment. Unless noted, calls come from the whole dose curve; as a rule, active = well fitted curve in the direction sought with a large enough effect; inconclusive = small, poorly fitted or top-dose-only effect, or another doubt; inactive = no such curve, though single readings can be large; an effect the other way counts as inactive or inconclusive.

Start of the data: the first 2 compounds (preview)
Screening CCOn1c(=O)c(-c2cccc([N+](=O)[O-])c2)[n+]([O-])c2ccccc21 returned KB-3-1 tox 1%, DRD3 agonist -7, HT1080 IDH1KD tx 16%, SW480 rerep 3%, HT1080-NT tox 18%, IL-1B inflam inh 6, KB-V1 cytotox 1%, MCF10A rereplic -2% and HEK293 tox 3%.
For CCC(=O)Nc1nnc(S(=O)(=O)N(C)Cc2ccc(Cl)cc2)s1 the results were KB-3-1 tox 8%, DRD3 agonist 7, KB-V1 cytotox 15% and HEK293 tox -9%.

This part in full, previewed entries included:
Screening CCOn1c(=O)c(-c2cccc([N+](=O)[O-])c2)[n+]([O-])c2ccccc21 returned KB-3-1 tox 1%, DRD3 agonist -7, HT1080 IDH1KD tx 16%, SW480 rerep 3%, HT1080-NT tox 18%, IL-1B inflam inh 6, KB-V1 cytotox 1%, MCF10A rereplic -2% and HEK293 tox 3%.
For CCC(=O)Nc1nnc(S(=O)(=O)N(C)Cc2ccc(Cl)cc2)s1 the results were KB-3-1 tox 8%, DRD3 agonist 7, KB-V1 cytotox 15% and HEK293 tox -9%.
Cc1cc(NC(=O)CS(=O)(=O)c2c[nH]c3ccccc23)no1 was read as KB-3-1 tox 14%, DRD3 agonist 2, HT1080 IDH1KD tx -2%, SW480 rerep -7%, HT1080-NT tox 12%, IL-1B inflam inh 15, KB-V1 cytotox 11%, MCF10A rereplic -1% and HEK293 tox 4%.
For Cc1ccc(NC2=C(Cl)C(=O)OC2OC(=O)c2ccc(C)cc2)cc1 (stereo unspecified) the results were KB-3-1 tox 4%, DRD3 agonist -3, HT1080 IDH1KD tx -18%, SW480 rerep -104%[inhibitor], HT1080-NT tox -10%, IL-1B inflam inh -102*, KB-V1 cytotox inconclusive, MCF10A rereplic inconclusive and HEK293 tox -7%.
`Cc1oc(-c2cccc(Cl)c2)nc1CN1CCC(C(=O)NCC2CCCO2)CC1` (stereo unspecified) gave KB-3-1 tox -1%, DRD3 agonist -4, HT1080 IDH1KD tx 0%, SW480 rerep -6%, HT1080-NT tox -5%, IL-1B inflam inh -8, KB-V1 cytotox 3%, MCF10A rereplic -2% and HEK293 tox -4%.
For O=C(Nc1ccc2oc(-c3cccnc3)nc2c1)c1ccc(Br)cc1 the results were KB-3-1 tox -3%, DRD3 agonist 3, KB-V1 cytotox inconclusive and HEK293 tox -10%.
`COc1ccc(C)cc1S(=O)(=O)Nc1cccc(-c2cn3cccnc3n2)c1` gave KB-3-1 tox inconclusive, DRD3 agonist 1, HT1080 IDH1KD tx -5%, SW480 rerep 0%, HT1080-NT tox -10%, IL-1B inflam inh -20, KB-V1 cytotox -23%, MCF10A rereplic 9% and HEK293 tox -3%.
Screening CN(C(=O)c1ccccc1)C(=O)c1ccccc1 returned KB-3-1 tox -7%, DRD3 agonist -4, HT1080 IDH1KD tx -10%, HT1080-NT tox -1%, IL-1B inflam inh 0, KB-V1 cytotox 3% and HEK293 tox 4%.
`Cc1cccc(C)c1NC(=O)c1nc(S(C)(=O)=O)ncc1N(Cc1ccc(F)cc1)Cc1ccco1` gave KB-3-1 tox -2%, DRD3 agonist -6, KB-V1 cytotox 4% and HEK293 tox 10%.
Screening O=C1c2ccccc2C(=Nc2ccccc2)C1c1cccc(Br)c1 (stereo unspecified) returned KB-3-1 tox -12%, DRD3 agonist -27, HT1080 IDH1KD tx -19%, SW480 rerep 1%, HT1080-NT tox -3%[9.24 µM], IL-1B inflam inh 54, KB-V1 cytotox 5%, MCF10A rereplic 16% and HEK293 tox -15%.
`CC(=O)c1ccccc1NC(=O)COc1ccc(N(C)S(=O)(=O)c2ccc(C)c(C)c2)cc1` gave KB-3-1 tox -6%, DRD3 agonist 7, HT1080 IDH1KD tx -10%, SW480 rerep 6%, HT1080-NT tox 1%, IL-1B inflam inh 47, KB-V1 cytotox -6%, MCF10A rereplic 21µM* and HEK293 tox 5%.
For CCOc1nc(-c2ccccc2)ccc1-c1noc(-c2ccc(C)cc2)n1 the results were KB-3-1 tox 1%, DRD3 agonist -1, KB-V1 cytotox 9% and HEK293 tox 7%.
Screening Cc1ccsc1C(=O)OCC(=O)NC1CCS(=O)(=O)C1 (stereo unspecified) returned KB-3-1 tox 1%, DRD3 agonist -3, HT1080 IDH1KD tx 11%, SW480 rerep -4%, HT1080-NT tox 11%, IL-1B inflam inh -1, KB-V1 cytotox 16%, MCF10A rereplic -1% and HEK293 tox -1%.
`CCc1nnc(NC(=O)CCC(=O)NCCc2ccc(OC)c(OC)c2)s1` gave KB-3-1 tox 15%, DRD3 agonist -1, HT1080 IDH1KD tx 6%, SW480 rerep -7%, HT1080-NT tox 14%, IL-1B inflam inh 20, KB-V1 cytotox 19%, MCF10A rereplic 2% and HEK293 tox 1%.
`O=C(Nc1cnn(Cc2ccc(F)cc2)c1)c1cc(-c2cccs2)on1` gave KB-3-1 tox -1%, DRD3 agonist -20, HT1080 IDH1KD tx inconclusive, SW480 rerep 3%, HT1080-NT tox inconclusive, IL-1B inflam inh 36, KB-V1 cytotox -24%, MCF10A rereplic inconclusive and HEK293 tox -15%.
Screening Cn1c(NCCc2ccncc2)nc2cc(-c3ccccc3)sc2c1=O returned KB-3-1 tox -1%, DRD3 agonist 1, HT1080 IDH1KD tx 21%, HT1080-NT tox -6%, IL-1B inflam inh -23, KB-V1 cytotox 4% and HEK293 tox 17%.
Cc1cc(=O)oc2c(C)c(OCC(=O)N(C)C)ccc12 was read as KB-3-1 tox 14%, DRD3 agonist 4, HT1080 IDH1KD tx 16%, SW480 rerep 2%, HT1080-NT tox 8%, IL-1B inflam inh 11, KB-V1 cytotox -1%, MCF10A rereplic 2% and HEK293 tox 3%.
CC(=O)Nc1ccc(S(=O)(=O)N2CCN(C(=O)c3ncoc3-c3ccccc3F)CC2)cc1 was read as KB-3-1 tox 0%, DRD3 agonist 1, HT1080 IDH1KD tx 2%, SW480 rerep -4%, HT1080-NT tox 7%, IL-1B inflam inh 31, KB-V1 cytotox -3%, MCF10A rereplic -7% and HEK293 tox -2%.
For COc1ccc(Nc2ccccc2C(=O)O)cc1 the results were KB-3-1 tox -5%, DRD3 agonist -7, HT1080 IDH1KD tx -5%, SW480 rerep inconclusive, HT1080-NT tox 1%, IL-1B inflam inh 52, KB-V1 cytotox -8%, MCF10A rereplic -9% and HEK293 tox 7%.
O=C(CNC(=O)c1ccccc1)OCC(=O)N1c2ccccc2Sc2ccccc21 was read as KB-3-1 tox -2%, DRD3 agonist -7, HT1080 IDH1KD tx 10%, SW480 rerep -2%, HT1080-NT tox 6%, IL-1B inflam inh 0, KB-V1 cytotox inconclusive, MCF10A rereplic -2% and HEK293 tox -11%.
For O=c1c(Cc2ccc(F)cc2)c(O)ccn1Cc1cccc(Cl)c1 the results were KB-3-1 tox inconclusive, DRD3 agonist -5, HT1080 IDH1KD tx -9%, SW480 rerep -5%, HT1080-NT tox -2%, IL-1B inflam inh 0, KB-V1 cytotox inconclusive, MCF10A rereplic 1% and HEK293 tox -7%.
CCc1c(C)c2cc3c(c(C)c2oc1=O)OCN(CCc1ccc(OC)c(OC)c1)C3 was read as KB-3-1 tox -8%, DRD3 agonist -25 and KB-V1 cytotox inconclusive.
Screening O=C(/C=C/c1cc(Br)ccc1F)Nc1cccnc1 returned KB-3-1 tox 3%, DRD3 agonist 6, HT1080 IDH1KD tx -7%, SW480 rerep -3%, HT1080-NT tox 6%, IL-1B inflam inh 25, KB-V1 cytotox -17%, MCF10A rereplic 1% and HEK293 tox -6%.
Screening CCn1cc(C(=O)N[C@@H](CC(C)C)C(=O)NCCCn2ccnc2)c(=O)c2cc3c(cc21)OCO3 returned KB-3-1 tox -10%, DRD3 agonist -1, HT1080 IDH1KD tx -8%, SW480 rerep 13µM*, HT1080-NT tox -1%, IL-1B inflam inh 2, KB-V1 cytotox 10%, MCF10A rereplic 1% and HEK293 tox -8%.
Cc1cccc(C2NC(=O)c3c(sc(C)c3C)N2)c1O (stereo unspecified) was read as KB-3-1 tox 12%, DRD3 agonist -2, HT1080 IDH1KD tx 0%, SW480 rerep 2%, HT1080-NT tox 3%, IL-1B inflam inh 31, KB-V1 cytotox -10%, MCF10A rereplic 5% and HEK293 tox -3%.
Screening Cc1cc(C)nc(N/N=C/c2ccc(Cl)cc2)n1 returned KB-3-1 tox -1%, DRD3 agonist -6, HT1080 IDH1KD tx 12%, SW480 rerep 3%, HT1080-NT tox 16%, IL-1B inflam inh -24, KB-V1 cytotox inconclusive, MCF10A rereplic inconclusive and HEK293 tox inconclusive.
Screening COc1ccc(-c2cc(=O)oc3cc(OC(C)C(=O)NC(Cc4c[nH]c5ccc(O)cc45)C(=O)O)ccc23)cc1 (stereo unspecified) returned KB-3-1 tox 0%, DRD3 agonist 2, HT1080 IDH1KD tx 7%, SW480 rerep -4%, HT1080-NT tox 7%, IL-1B inflam inh 2, KB-V1 cytotox -12%, MCF10A rereplic 23% and HEK293 tox 2%.
For CCCN(CCC)S(=O)(=O)c1ccc(C(=O)Nc2cc3oc4ccccc4c3cc2OC)cc1 the results were KB-3-1 tox -10%, DRD3 agonist -1, HT1080 IDH1KD tx 7%, SW480 rerep -1%, HT1080-NT tox 3%, IL-1B inflam inh -12, KB-V1 cytotox -19%, MCF10A rereplic 27% and HEK293 tox 31%.
Screening CCOC(=O)Cn1cnc2scc(-c3ccccc3)c2c1=O returned KB-3-1 tox -2%, DRD3 agonist -3, HT1080 IDH1KD tx -12%, SW480 rerep -13%, HT1080-NT tox -16%, IL-1B inflam inh 7, KB-V1 cytotox -5%, MCF10A rereplic 0% and HEK293 tox -10%.
For Cc1ccc2cccc(NC(=O)C(C)Oc3ccc(Cl)cc3Cl)c2n1 (stereo unspecified) the results were KB-3-1 tox -13%, DRD3 agonist -1, KB-V1 cytotox 1% and HEK293 tox 4%.
